High-throughput results from PubChem BioAssay.
mHTT CaM bind = disrupts binding of mutant huntingtin to calmodulin; AlphaScreen His-mHTT/GST-CaM binding, luminescence; inhibition, % at 15 µM; 190,000 tested, 3.6% active;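 also: 0% = both proteins with DMSO and 100% = one protein alone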
Pf apPOL block = Pf-apPOL DNA polymerase inhibition; 210,000 tested, 0.25% active; AID 1794808; inhibition, % at 10 µM; Recombinant Pf-apPOL, molecular beacon fluorescence, 1.5 h
Starred values were filed as active, the others as inactive; · = not tested or not shown; & = joins results of further samples. Rule as the data show it: active = inhibition above about 50%; inactive = the rest. Some of the compounds tested (hit frequency here may not be typical).

SMILES | mHTT CaM bind | Pf apPOL block
Cc1ccc(NC(=O)c2cc3n(n2)C(C(F)(F)F)CC(c2ccco2)N3)cc1 (centres undefined) | -2 | 0
COc1ccc(/C=C2/N=C(c3ccc(Br)cc3)OC2=O)c(OC)c1 | 2 | -10
CC(=O)N(C)c1ccc(N=C2C(=O)Nc3ccc(C)c(Br)c32)cc1 | 5 | -1
Cc1cc(C)c(-c2noc(C)n2)c(NC(=O)c2ccccc2C)n1 | -7 | 0
CCC(C)Nc1nc2c(c(=O)n(C)c(=O)n2C)n1Cc1ccc(F)cc1 (centres undefined) | -1 | -2
Cc1ccc(SC[C@H](CC(C)C)N2CCN(C)CCC2=O)cc1 | 13 | -6
CCCN1C(=O)Cc2cc(C(=O)N(C)C)ccc21 | -4 | -5
COc1cc2c(C(=O)O)c(C)oc2cc1S(=O)(=O)O | -2 | -3
COC(=O)CCCC[C@H]1SC[C@@H](NC(N)=O)[C@H]1NC(N)=O | 26 | ·
CN(C)c1ccc(C=Nc2ccc(S(N)(=O)=O)cc2)cc1[N+](=O)[O-] | 2 | -1
COc1cc(C(=O)Nc2ccc(S(=O)(=O)N3CCCCC3C)cc2)cc(OC)c1OC (centres undefined) | 14 | -5
Cc1ccc(S(=O)(=O)N2CCCC(C)(C(=O)NCc3ccccc3C)C2)cc1C (centres undefined) | 77* | -4
O=C(NC(Cc1ccccc1)C(=O)O)c1cccnc1Cl (centres undefined) | 0 | 2
Cc1ccc(N2COc3cc4c(cc3C2)OCO4)cc1C | 18 | -1
Cc1ccc(Br)cc1NCN1C(=O)c2ccccc2C1=O | -4 | -2
FC(F)(F)c1cc(N2CCc3ccccc3C2)c2cccc(Cl)c2n1 | · | -1
COc1ccc(NC(=O)c2cc3nc(-c4cccs4)cc(C(F)(F)F)n3n2)c(OC)c1 | 16 | 4
CC1=C(C(=O)Nc2cc(C)ccn2)C(c2ccc(Cl)c([N+](=O)[O-])c2)C2=C(CCCC2=O)N1 (centres undefined) | 29 | 1
O=C(c1cn(-c2ccccc2)nc1-c1cccnc1)N1CCOCC1 | -4 | -5
Brc1cccc(CSc2nnnn2-c2ccc3c(c2)OCO3)c1 | -6 | -162
CC(=O)N1CCc2sc(S(=O)(=O)NC3CCCCC3)cc2C1 | 2 | -8
COc1ccc(C(=O)Cn2c3ccccc3n3ncnc23)cc1OC | 0 | 5
O=C(c1cccs1)N1CCN(c2nnc3ccccn23)CC1 | -2 | 0
COc1ccc(Cl)cc1C1=N/C(=C/c2cccc(OC)c2OC)C(=O)O1 | -3 | 2
Cc1ccc(C(=O)N2CCCC(COc3ccc(C(=O)N4CCCCC4)cc3)C2)s1 (centres undefined) | 11 | 1
Cc1ccc(S(=O)(=O)N(CC(=O)Nc2ccc3c(c2)OCO3)c2ccc(C)cc2C)cc1 | 22 | 2
NS(=O)(=O)c1ccc(CNS(=O)(=O)c2cccc3nsnc23)cc1 | · | -7
COc1ccc(C2CCC3(CCC(=O)N3CCOC(=O)C(C)C)CC2)cc1 (centres undefined) | 23 | -9
Cc1ccc(CNC(=O)C(=O)NCc2cccnc2)cc1 | -6 | -3
O=C(CSc1nc2sc3c(c2c(=O)n1-c1ccccc1)CCCC3)Nc1ccccc1 | 1 | -4
O=C(O)COCCN1CCN(C(c2ccccc2)c2ccc(Cl)cc2)CC1 (centres undefined) | · | 11
CC1CCCC(NS(=O)(=O)c2ccc(F)c(C(=O)Nc3ccccc3Cl)c2)C1C (centres undefined) | -18 | -3
CC(C)Oc1ccc(C(=O)Nc2c3c(nn2-c2ccc([N+](=O)[O-])cc2)CSC3)cc1 | 44 | -13
CN1C(=O)c2ccccc2Oc2ccc(C(=O)NC3CCCCCC3)cc21 | 8 | -7
COc1ccc(-c2ccnc(SCC(=O)N3CCc4c([nH]c5ccccc45)C3C(F)(F)F)n2)cc1 (centres undefined) | · | -1
CSC(=NCc1sccc1COc1ccc(Cl)cc1)NC#N | · | -5
CC(=O)Nc1ccc(C(=O)N2CCN(c3ccccc3F)CC2)cc1 | -7 | -9
COc1ccc(-c2nc3cccnc3n2C2CCN(C(=O)c3ccccn3)C2)cc1 (centres undefined) | 14 | 0
CC1CN(C(=O)c2ccc(C#N)cc2)CC1c1nc(-c2ccncc2)no1 (centres undefined) | -1 | 2
CCOc1c(OC)cccc1C1C(C#N)=C(N)Oc2n[nH]c(-c3cccs3)c21 (centres undefined) | 43 | -1

Some of the entries above, reformatted.
| SMILES | mHTT CaM bind | Pf apPOL block |
| --- | --- | --- |
| CN1C(=O)c2ccccc2Oc2ccc(C(=O)NC3CCCCCC3)cc21 | 8 | -7 |
| COc1ccc(-c2ccnc(SCC(=O)N3CCc4c([nH]c5ccccc45)C3C(F)(F)F)n2)cc1 (centres undefined) | · | -1 |
| CSC(=NCc1sccc1COc1ccc(Cl)cc1)NC#N | · | -5 |
| CC(=O)Nc1ccc(C(=O)N2CCN(c3ccccc3F)CC2)cc1 | -7 | -9 |
| COc1ccc(-c2nc3cccnc3n2C2CCN(C(=O)c3ccccn3)C2)cc1 (centres undefined) | 14 | 0 |
| CC1CN(C(=O)c2ccc(C#N)cc2)CC1c1nc(-c2ccncc2)no1 (centres undefined) | -1 | 2 |
| CCOc1c(OC)cccc1C1C(C#N)=C(N)Oc2n[nH]c(-c3cccs3)c21 (centres undefined) | 43 | -1 |

Next results follow.
SMILES | mHTT CaM bind | Pf apPOL block
CCCC[C@H]1[C@@H]2C[C@H]([C@H]3CCCCN31)[C@H](OC(=O)Nc1cccc(C(F)(F)F)c1)C2 | 1 | -5
O=C(CCn1c(=O)c2sccc2n(Cc2ccc([N+](=O)[O-])cc2)c1=O)NCc1ccccc1 | -2 | 0
CN(C)C(C)(C)/C=C/C(O)(c1ccccc1)c1ccccc1 | 2&5 | 19&-7
CCCCN(C)C(=O)c1nn(-c2ccc(OCC)cc2)c(=O)c2ccccc12 | 10 | -2
Cn1nc(-c2nc(-c3ccc(F)cc3)no2)c2c1CCN(C(=O)COc1ccccc1)C2 | 7 | 3
O=c1[nH]/c(=C/c2ccco2)c(=O)[nH]/c1=C\c1ccco1 | -1 | ·
CCSc1ccccc1C(=O)Nc1nnc(C2CCCCC2)o1 | 37 | -18
COc1ccc(Br)cc1/C=C1/SC(N2CCCC2)=NC1=O | 6 | -3
Nc1ncnc2nc(Br)[nH]c12 | -4 | ·
N#C/C(=C\c1ccc(Cl)cc1)c1nn(CCO)c(N)c1C#N | 4 | 1
Cc1ccc(C2Nc3ccccc3NC3=C2C(=O)CC(c2ccccc2Cl)C3)s1 (centres undefined) | 36 | -18
O=C(NCc1cc(F)ccc1F)C1CCN(c2cncnc2N2CCOCC2)CC1 | -4 | 6
CN1C(=O)c2ccc(C(=O)Nc3ccccc3[N+](=O)[O-])cc2C1=O | 1 | -1
COc1cc(OC)cc(C(=O)N2CCN(c3cc(-c4ccccc4)[nH]n3)CC2)c1 | 7 | -2
COCc1nn(CC2CC2)c2c1CN(C(=O)c1ccc(OC)nc1)CC2 | -3 | -4
COc1ccc(-c2nc(-c3ccccc3Cl)no2)cc1[N+](=O)[O-] | -4 | 2
CN1CCN(C(=O)C2CCN(c3nc4ccc(-c5cncnc5)nc4s3)CC2)CC1 | 15 | 3
Oc1c(Br)cc(C=Nc2ccc(N3CCOCC3)cc2)c(O)c1Br | 45 | 6
COC(=O)c1cc(S(=O)(=O)Nc2nn(C)c3cccc(F)c23)oc1C | · | -5&-8
O=C(NCc1ccccc1)c1ccc(N2CCNC(c3ccccc3)C2)nc1 (centres undefined) | 12 | 0
COc1ccc(-c2ncc3c(n2)CCN(C(=O)c2cccc(Br)c2)C3)cc1 | 3 | 14
O=C1CSC(c2cccc(Cl)c2Cl)N1C1CCCCC1 (centres undefined) | 5 | -1
COc1cc(/C=C/C(=O)O)cc(S(=O)(=O)NCC2CCCO2)c1OC (centres undefined) | 2 | 6
C=CCOc1nc(OC)nc(N2CCCC2)n1 | 3 | ·
O=C(Nc1cccc2ccc(-n3ccnc3)nc12)c1ccc2c(c1)OCO2 | -10 | 0
Cc1ccc(S(=O)(=O)N2CCc3nc(NC(=O)c4cccc(C)c4)sc3C2)cc1 | 21 | -2
CCNc1nc(NCC)n2c(SCC(=O)Nc3ccccc3)nnc2n1 | 4 | -8
CCC1(C)OC(=O)N(Cc2ccco2)C1(C)O (centres undefined) | 10 | ·
CC(C)(C)C(=O)N1CCC[C@]2(CC[C@H](CCC#N)O2)C1 | 0 | 0
CC(C)N1CCN(C(=O)C2CCCN(c3cnn(C)c(=O)c3)C2)CC1 (centres undefined) | -2 | -1
Cc1ccc(NC(=O)c2cc3n(n2)C(C(F)(F)F)CC(c2ccccc2)N3)cc1C (centres undefined) | 11 | -7
COc1ccc(Cl)cc1C1=N/C(=C/c2ccccc2C(F)(F)F)C(=O)O1 | 1 | -1
O=C(c1ccc(N2CCC3(CC2)OCCO3)c([N+](=O)[O-])c1)N1CCc2ccccc21 | 7 | -2
COc1cc2c(cc1OC)C(COc1ccc(F)cc1)N(C(=O)c1ccc(F)cc1)CC2 (centres undefined) | 57* | -10
CCCc1cc(C2CCCN2C(=O)c2ccccc2F)no1 (centres undefined) | -2 | 2
O=C(c1ccccc1F)N1CCCn2cc(-c3ccccc3F)nc21 | 6 | 0
COc1ccc(-c2nnc3n2CCN(Cc2cnn(C)c2C)C3)cc1 | -3 | -2
O=C(NC1CCN(Cc2ccccc2)CC1)c1ccccc1Br | -4 | 5
COc1cc2oc(=O)cc(CN3CCCCC3)c2cc1Cl | 12 | 0
COc1cc(CCCO)cc(-c2cc(CCCO)cc(OC)c2O)c1O | 3 | -2
C=CCN1CCN(C(=O)c2csc(-c3ccc(OC)cc3)n2)CC1 | 2 | -4
O=C(O)C1C2C=CC(C2)C1C(=O)Nc1ccc(F)cc1 (centres undefined) | -1 | 3
Cc1noc(C)c1S(=O)(=O)Oc1ccccc1N1CCOCC1 | · | -3
O=C(C1CCN(c2ccncc2)CC1)N1CCCCCC1 | -4 | -4
CC(C(c1cccs1)c1c(N)n(C)c(=O)n(C)c1=O)[N+](=O)[O-] (centres undefined) | · | 6
CC1=NS(=O)(=O)c2cccnc2N1c1ccc(C)cc1F | -6 | 0
CCN(CC)c1ncc2c(n1)CCC(C(=O)NCC1CCCCC1)C2 (centres undefined) | -5 | -7
Cc1ccc(NC(=O)COc2ccc(Cl)cc2)cc1 | -22 | -2
Cc1cc(=O)cc(C)n1NC(N)=S | 0 | ·
Cc1ccccc1-n1nc2c(c1NC(=O)/C=C/c1ccccc1)CS(=O)(=O)C2 | 15 | -8
Cc1ccc(N2CN(CC(=O)NC3CCc4ccccc43)S(=O)(=O)c3cccnc32)cc1 (centres undefined) | -5 | -1
Cc1c(N=Cc2cc([N+](=O)[O-])ccc2N2CCCCCC2)c(=O)n(-c2ccccc2)n1C | 7 | -10
CN(Cc1ccccc1)S(=O)(=O)c1ccc(F)c(C(=O)Nc2ccc(F)c(F)c2)c1 | -17 | -7
COc1cc(C(=O)Nc2ccc(F)cc2F)cc(OC)c1OC | -2 | -6
CCN(C)c1ccc(/C=C2/C(=O)N(c3ccc(Cl)cc3)N=C2C)cc1 | 70* | 0
Cc1ccnc(SC2CC(=O)N(c3ccc(Cl)cc3)C2=O)n1 (centres undefined) | -5 | 5
O=C1C2C3C=CC(C3)C2C(=O)N1c1ccc(-c2cnco2)cc1 (centres undefined) | · | -6
O=C(N1CCCCC1)[n+]1ccc(N2CCOCC2)cc1 | 7 | 4
O=c1nc(/C=C/c2cccc(Br)c2)cc(C(F)(F)F)[nH]1 | 5 | 4
COc1ccc(S(=O)(=O)CCN)cc1 | -8 | -2
The list continues.
SMILES | mHTT CaM bind | Pf apPOL block
CCCCc1ccc(-c2nc(C=Nc3ccccc3I)c(O)o2)cc1 | 2 | -2
COc1ccc(S(=O)(=O)Nc2nc(-c3cccc([N+](=O)[O-])c3)cs2)cc1OC | · | 4
O=C(COc1ccccc1)N1CCC(CNS(=O)(=O)Cc2ccccc2Cl)CC1 | 3 | -3
COc1c(C)c2c(c(O)c1CC=C(C)CCC(=O)O)C(=O)OC2 | · | -9
CC(=O)c1cccc(NC(=O)C2C3C=CC(C3=C(c3ccccc3)c3ccccc3)C2C(=O)O)c1 (centres undefined) | 37 | -7
O=C(c1cccs1)N1CCC(c2nc(-c3ccncc3)no2)C1 (centres undefined) | -4 | -3
CC1(C)CCc2cc(CN3CCN(c4ccccn4)CC3)ccc2O1 | · | -24
O=C(c1c[nH]c2ccc(S(=O)(=O)N3CCCCC3c3cccnc3)cc2c1=O)N1CCCC1 (centres undefined) | 5 | -10
Cc1ccc(F)cc1NC(=O)Cn1c(=O)nc(N2CCCCC2)c2ccccc21 | 12 | -3
CSc1ncccc1C(=O)N1CC2CN(S(=O)(=O)c3ccccc3)CC(C1)O2 | 1 | -2
COc1ccc(C2=NC3(CCN(Cc4cccc(F)c4)CC3)NC2=O)cc1 | 6 | -1
CC(=O)Nc1nc2c(c3c1c(=O)oc1ccccc13)CCCC2 | -4 | -6
CCNC(=O)CC1Nc2cc(C)c(C)cc2NC1=O (centres undefined) | 0&11 | -5&-13
CCCc1c(NC(=O)Nc2ccc(F)cc2)cnn1-c1ccc(Cl)cc1 | · | -4&-7
CS(=O)(=O)NC1CC2CC1N(C(=O)CCc1ccccc1)C2 (centres undefined) | 0 | -3
CN(C)c1nc(N(C)C)nc(N2CC(=O)N(c3ccccc3)C2=N)n1 | 3 | 0

Part of the list above in order of SMILES length, descending:
SMILES | mHTT CaM bind | Pf apPOL block
CC(=O)c1cccc(NC(=O)C2C3C=CC(C3=C(c3ccccc3)c3ccccc3)C2C(=O)O)c1 (centres undefined) | 37 | -7
O=C(c1c[nH]c2ccc(S(=O)(=O)N3CCCCC3c3cccnc3)cc2c1=O)N1CCCC1 (centres undefined) | 5 | -10
CN(C)c1nc(N(C)C)nc(N2CC(=O)N(c3ccccc3)C2=N)n1 | 3 | 0
CCCc1c(NC(=O)Nc2ccc(F)cc2)cnn1-c1ccc(Cl)cc1 | · | -4&-7
O=C(c1cccs1)N1CCC(c2nc(-c3ccncc3)no2)C1 (centres undefined) | -4 | -3
